# Bioassay records (PubChem)
# Tb PGK inh – qHTS Assay to Find Inhibitors of Phosphoglycerate Kinase; 0.043% of 380,000 active; Potency, µM (top dose mostly 57.5 µM), inactives show at the top dose activity change, negative = inhibition, usual class: inhibitors; PGK/GAPDH coupled, Kinase-Glo luminescence, 60 min; also: potency is read from the fitted curve at half-maximal effect; % is scaled to controls: 0 for no effect and ±100 for the full control effect; nearly all actives have a fitted effect of over 60% in size
#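 Luminescent ATP detection (Kinase-Glo Plus) follows a 60-minute room-temperature incubation, with wells lacking PGK as controls. Buffer: 100 mM TEA (pH 7.6), 5 mM MgCl2, 0.01% Tween-20. Coupling enzyme GAPDH (100 nM final) supplies unstable 1,3-BPG in-well.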
# USP1 inh – Inhibitors of USP1/UAF1: Primary Screen | 0.23% of 390,000 active | Potency, µM (doses to about 57.1 µM), for inactives: top-dose activity change, negative = inhibition, actives largely listed as inhibitors | recombinant USP1/UAF1, Ub-Rhodamine cleavage fluorescence | Ubiquitin carboxyl-terminal hydrolase 1 (Homo sapiens), O94782 | AID 743255, 2014; also: potency is read from the fitted curve at half-maximal effect; % is scaled to controls: 0 for no effect and ±100 for the full control effect; nearly all actives have a fitted effect of over 60% in size; inactives centre near -12
# Target sequence (O94782 whole entry, looked up): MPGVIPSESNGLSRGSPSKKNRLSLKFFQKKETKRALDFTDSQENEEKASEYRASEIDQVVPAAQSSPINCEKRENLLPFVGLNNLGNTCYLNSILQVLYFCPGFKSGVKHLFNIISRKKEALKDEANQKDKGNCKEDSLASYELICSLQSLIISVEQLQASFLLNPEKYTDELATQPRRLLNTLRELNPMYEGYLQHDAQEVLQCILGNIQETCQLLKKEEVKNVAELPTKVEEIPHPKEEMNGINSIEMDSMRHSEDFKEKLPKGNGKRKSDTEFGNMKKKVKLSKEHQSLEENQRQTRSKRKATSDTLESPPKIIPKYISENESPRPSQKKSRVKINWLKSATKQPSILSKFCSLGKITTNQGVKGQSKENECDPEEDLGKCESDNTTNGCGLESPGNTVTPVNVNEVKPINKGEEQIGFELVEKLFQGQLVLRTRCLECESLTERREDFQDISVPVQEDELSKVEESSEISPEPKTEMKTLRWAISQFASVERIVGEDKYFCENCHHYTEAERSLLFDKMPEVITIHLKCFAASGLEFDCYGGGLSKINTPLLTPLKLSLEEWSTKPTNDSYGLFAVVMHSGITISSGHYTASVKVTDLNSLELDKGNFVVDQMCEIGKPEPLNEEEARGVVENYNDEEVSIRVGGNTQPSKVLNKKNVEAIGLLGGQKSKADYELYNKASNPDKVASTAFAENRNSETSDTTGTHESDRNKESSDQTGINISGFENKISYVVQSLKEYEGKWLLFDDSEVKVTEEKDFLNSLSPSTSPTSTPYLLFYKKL
#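 USP1/UAF1 complex (1 nM) preincubated 15 min at room temperature with compound, then Ub-Rho substrate (150 nM final) added. Kinetic fluorescence at 480/540 nm over 6 reads at 60 s intervals; 50 mM HEPES pH 7.8, 0.5 mM EDTA, 0.1 mg/ml BSA, 1 mM TCEP, 0.01% Tween-20.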
# PI4K2A inh – qHTS for small molecular inhibitors of PI4K2A; 0.13% of 420,000 active; purified PI4K2A, ADP-Glo luminescence, 1 h; stronger effect = lower value; AID 1346378, 2018; activity change, negative = inhibition, % at 76.9 µM; Phosphatidylinositol 4-kinase type 2-alpha (Homo sapiens), Q9BTU6; in the data active = activity change below about -50%; inconclusive = mostly about -30% to -49%;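 also: -100% = wells without enzyme as full effect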
#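 In this quantitative HTS, ADP production by PI4K2A was quantified luminescently after 1 h at ambient temperature; 100 microM adenosine served as plate-quality control.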
# GLS inh – qHTS for Inhibitors of Glutaminase (GLS). Potency, µM (highest dose often 45.5 µM), for inactives: at the highest dose activity change, negative = inhibition, most hits filed as inhibitors. Glutaminase kidney isoform, mitochondrial (Homo sapiens), O94925. 0.21% of 410,000 active. GLS enzymatic activity, qHTS titration. AID 624170, 2012; also: potency is read from the fitted curve at half-maximal effect; % is scaled to controls: 0 for no effect and ±100 for the full control effect
#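 Enzyme dispensed in phosphate buffer (45 mM, pH 8.2, 0.02% Tween-20), compounds pinned in, then 1 mM L-glutamine solution and the glutamate oxidase–HRP–Amplex Red mix added; fluorescence read immediately and again after 30 min at room temperature.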
# HP1b binding inh – HTS for Inhibitors of HP1-beta Chromodomain Interactions with Methylated Histone Tails; AlphaScreen HP1-beta / biotin-H3K9me3 peptide binding; 0.56% of 390,000 active; Chromobox protein homolog 1 (Homo sapiens), P83916; Potency, µM (highest dose often 114 µM), without a hit: top-dose activity change, negative = inhibition, hits mostly inhibitors; AID 540317, 2011; also: potency is read from the fitted curve at half-maximal effect; nearly all actives have a fitted effect of over 70% in size; inactives centre near 23
# Target sequence (P83916 whole entry, looked up): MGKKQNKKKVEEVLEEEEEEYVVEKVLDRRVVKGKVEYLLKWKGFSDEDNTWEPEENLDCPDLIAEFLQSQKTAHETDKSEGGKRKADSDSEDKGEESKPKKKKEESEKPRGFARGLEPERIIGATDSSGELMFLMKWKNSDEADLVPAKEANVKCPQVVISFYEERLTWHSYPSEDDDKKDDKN
#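 AlphaScreen: HP1-beta (50 nM) preformed 30 min with biotin-H3(1-18)K9me3 peptide (50 nM) in PBS pH 7.4, 0.01% Tween-20. Compound added for 30 min at RT, then streptavidin donor/nickel chelate acceptor beads (10 ug/mL) for 30 min.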
# Pin1 inh – qHTS Assay to Find Inhibitors of Pin1 | Peptidyl-prolyl cis-trans isomerase NIMA-interacting 1 (Homo sapiens), Q13526 | Pin1 FP peptide displacement, HiFluor488, 10 min | Potency, µM (highest dose often 115 µM), inactives show at the top dose activity, negative = inhibition, usual class: inhibitors | 0.009% of 390,000 active | AID 504891, 2011; active = well fitted inhibition curve with a large enough effect in the polarisation, with a control signal flat, not every such curve was filed as active; inconclusive = small, poorly fitted or top-dose-only effect, or effect the other way, or a change in a side signal; inactive = no such curve, though single readings can be large or run the other way; the % refers to the polarisation; also: potency is read from the fitted curve at half-maximal effect; % is scaled to controls: 0 for no effect and ±100 for the full control effect
# TrxR1 inh – qHTS Assay for Inhibitors of Mammalian Selenoprotein Thioredoxin Reductase 1 (TrxR1): qHTS; AID 588453, 2011; recombinant rTrxR1, NADPH fluorescence consumption, selenite substrate; 1% of 390,000 active; Potency, µM (top dose mostly 114 µM), for the others: top-dose activity change, negative = inhibition, actives largely listed as inhibitors; also: potency is read from the fitted curve at half-maximal effect; % is scaled to controls: 0 for no effect and ±100 for the full control effect; nearly all actives have a fitted effect of over 65% in size
#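 Rat TrxR1 (90 nM in the dispensed reagent) was pre-reduced with 400 uM NADPH for 5 min at room temperature, then incubated with compound for 15 min. After 400 uM selenite was added, NADPH fluorescence (Ex 340/Em 450 nm) was followed for 8 min.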
# TrxR1 substrate – qHTS Assay for Substrates of Mammalian Selenoprotein Thioredoxin Reductase 1 (TrxR1): qHTS | purified TrxR1 substrate turnover, NADPH consumption readout | Potency, µM (highest dose often 114 µM), without a hit: top-dose activity change, negative = substrate turnover | 0.01% of 390,000 active | AID 588456, 2011; also: potency is read from the fitted curve at half-maximal effect; % is scaled to controls: 0 for no effect and ±100 for the full control effect; nearly all actives have a fitted effect of over 50% in size
#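 Rat TrxR1, dispensed at 90 nM, was prereduced with 400 uM NADPH (final) for 5 min at ~22 deg C, then incubated with compound 15 min before 400 uM selenite. A first-read NADPH fluorescence drop versus no-compound background flagged substrates.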
# IDH1 R132H inh – qHTS for Inhibitors of mutant isocitrate dehydrogenase 1 (IDH1): qHTS; Isocitrate dehydrogenase [NADP] cytoplasmic (Homo sapiens), O75874; IDH1-R132H enzyme, NADPH consumption, diaphorase/resazurin fluorescence; Potency, µM (top dose mostly 76.6 µM), for the others: at the top dose activity change, negative = inhibition, hits mostly inhibitors; 0.093% of 390,000 active; AID 602179, 2012; also: potency is read from the fitted curve at half-maximal effect; % is scaled to controls: 0 for no effect and ±100 for the full control effect; nearly all actives have a fitted effect of over 65% in size
#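 IDH1-R132H (0.5 ug/mL) preincubated 30 min with compound, then NADPH (0.016 mM) and alpha-KG (2 mM) added; 80 min at RT, pH 7.5. Remaining NADPH coupled via diaphorase/resazurin to fluorescence (540/590 nm); concentration-response curves normalized to no-enzyme control.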
# * = called active by the depositor; i = inactive; ? = inconclusive; . = not tested or not shown; & = joins results of further samples; [ ] = remark or other dose. Unless noted, calls follow the shape of the dose curve; as a rule, active = well fitted curve in the direction sought with a large enough effect; inconclusive = small, poorly fitted or top-dose-only effect, or another doubt; inactive = no such curve, though single readings can be large; an effect the other way counts as inactive or inconclusive.
structure	HP1b binding inh	PI4K2A inh	Pin1 inh	Tb PGK inh	IDH1 R132H inh	GLS inh	TrxR1 inh	USP1 inh	TrxR1 substrate
COCCn1nnnc1C(CC(C)C)N1CCN(c2cccc(OC)c2)CC1 (configuration not stated)	20%	-2	7%	2%	2%	13%	10%	-23%	8%
O=C(C1=C[C@H](c2csc3ccccc23)C[C@H](OCc2ccc(CO)cc2)O1)N1CCN(Cc2ccc3c(c2)OCO3)CC1	10%	-1	25%	-2%	-5%	8%	3%	-30%	-4%
Cc1ccccc1Cn1cc(CCC(=O)NC(C)c2ccccc2)c2ccccc21 (configuration not stated)	45%[activator]	-2	7%	-7%	0%	-4%	-6%	-13%	-7%
O=C(COC(=O)c1cc(S(=O)(=O)NCc2ccccc2)ccc1O)c1cc2ccccc2o1	19%	-2	61%[activator]	-12%	-5%	4%	8%	-26%	-2%
C=CCn1c(=O)c(C(=O)NCCN(CC)CC)c(O)c2ccccc21	9%	1	1%	-2%	2%	-2%	17%[57.1 µM]	-12%	-5%[57.1 µM]
CCOC(=O)N1CCN(C(=O)Nc2ccc(Cl)cc2Cl)CC1	22%	-1	0%	i	5%	-9%	-3%	-7%	-1%
CCC(C)NC(=O)Cn1c(=O)n(-c2ccccc2)c(=O)c2ccc(C(=O)NCc3ccco3)cc21 (configuration not stated)	-13%	-3	9%	5%	1%	-2%	6%	-7%	1%
Cc1ccc2oc(=O)c3cnn(CC(=O)NCCC(C)C)c3c2c1	19%	-5	3%	-3%	17%	-8%	-1%[57.1 µM]	-8%	8%[57.1 µM]
NC(=O)CSc1nnc(COc2ccccc2)n1C1CCCCC1	25%	-3	-2%	-7%	9%	0%	14%	-13%	11%
COc1ccccc1NC(=O)CCCc1nnc2n(C)c(=O)c3sccc3n12	-3%&37%	-6&0	-1%&1%	-3%	13%	1%&-4%	17%	?	6%&5%

structure	HP1b binding inh	PI4K2A inh	Pin1 inh	Tb PGK inh	IDH1 R132H inh	GLS inh	TrxR1 inh	USP1 inh	TrxR1 substrate
COC(=O)C1=C(CSCc2ccccc2)NC(=O)NC1c1cc(C)ccc1C (configuration not stated)	38%	-1	3%	i	3%	1%	-4%	-2%	-5%
COc1cc(/C=N/NC(=O)c2cccc([N+](=O)[O-])c2)ccc1OCc1ccccc1	9%	-3	-1%	-4%	-9%	-2%	-8%	1%	-10%
COc1cccc(CC(=O)Nc2nc(C)cs2)c1	29%	3	4%	2%	0%	10%	0%	-7%	-7%
O=C(CN(Cc1ccccc1)C1=NCCS1)c1ccccc1	28%	-8	2%	-7%	8%	8%	-6%	-14%	3%
CC(C)(C)NC(=O)COc1ccc(CNCc2ccccn2)cc1	14%	-15	2%	-5%	-11%	-6%	18%	-14%	5%
Cn1c(NC(=O)c2ccccc2C(F)(F)F)cc(=O)n(C)c1=O	56%[activator]	-5	6%	i	3%	-6%	6%	-25%	0%
CCOC(=O)CC1C(=O)NCCN1C(=O)c1ccc(Cl)c(Cl)c1 (configuration not stated)	8%	-3	-15%	-2%	12%	-11%	-4%[2.29 µM]	-10%	7%[2.29 µM]
Cc1ccccc1N(C(=O)c1snc(C(N)=O)c1N)C(C(=O)NC1CCCCC1)c1ccc(O)cc1 (configuration not stated)	29%	6	1%	i	-11%	-17%	21%	?	62%[activator]
CCNC(=O)CN(c1ccc(F)cc1)S(=O)(=O)c1ccc2c(c1)OCCO2	21%	-4	-1%	3%	0%	-1%	-10%	0%	-10%
CCc1ccccc1NC(=O)CCS(=O)(=O)c1ccc(OC)cc1	?	4	-1%	?	10%	1%	-24%	-23%	-2%

structure	HP1b binding inh	PI4K2A inh	Pin1 inh	Tb PGK inh	IDH1 R132H inh	GLS inh	TrxR1 inh	USP1 inh	TrxR1 substrate
COc1ccc(-c2[nH]ncc2C(=O)NCc2cccc(OC)c2)cc1	27%	1	?	.	.	5%	11%	-9%	3%
COc1ccc(OC)c(S(=O)(=O)N2CCN(Cc3nc4ccc(C)cc4o3)CC2)c1	2%	-3	2%	i	13%	2%	-12%[57.1 µM]	-21%	-11%[57.1 µM]
N/C(=N\OC(=O)COc1ccccc1)c1cccnc1	19%[57 µM]	-5	-1%	i	1%	5%	5%	-20%	1%
Cc1cc(C)cc(C(=O)NC2CC(C)(C)NC(C)(C)C2)c1	36%	1	0%	1%	3%	-2%	11%[57.1 µM]	-21%	-3%
O=C(NC1(C(F)(F)F)N=C(c2ccccc2)NC1=O)c1ccccc1 (configuration not stated)	19%	3	-8%	-4%	6%	3%	-11%	7%	-8%
COc1ccc(-c2nc(N)n(C(=O)c3ccc(C)cc3)n2)cc1	40%[activator]	5	6%	i	8%	-2%	-7%	-9%	-6%[11.4 µM]
C=CCc1cc(OC)ccc1OCCON1C(=O)CCC1=O	-9%	-4	0%	-1%	0%	-8%	4%[57.1 µM]	-20%	5%[57.1 µM]
CCCCN(NC(C)=O)c1nc(Cl)nc(NC(C)C)n1	17%	-2	-1%	4%	7%	16%	7%	?	7%
NC(=O)c1ccsc1NC(=O)c1ccc([N+](=O)[O-])o1	-15%	5	-1%	-2%	19%	-5%	-23%	-21%	-9%
CCc1ccccc1NC(=O)CN(C)S(=O)(=O)c1ccc(-c2ccc(=O)[nH]n2)s1	6%	-2	10%	-14%	-5%	-1%	-18%	-16%	0%

structure	HP1b binding inh	PI4K2A inh	Pin1 inh	Tb PGK inh	IDH1 R132H inh	GLS inh	TrxR1 inh	USP1 inh	TrxR1 substrate
CCOc1ccc(-c2c(C)nn3c(C)c(C(=O)Nc4cc(C)cc(C)c4)cnc23)cc1OCC	-11%	1	6%	.	.	-1%	14%[57.1 µM]	-17%	2%[57.1 µM]
O=C(NC12CC3CC(CC(C3)C1)C2)c1ccc(-c2ccc(Cl)cc2)o1	?	0	-9%	-1%	-3%	2%	5%	-12%	10%
CC(=O)Nc1ccc(S(=O)(=O)N(C)c2ccc(OCC(=O)OCC(=O)Nc3ccc(OC(F)F)cc3)cc2)cc1	?	0	22%	i	-6%	20%	7%	-6%	-8%
Clc1ccccc1N=C1SCCS1	33%	-1	3%	-7%	15%	-15%	19%[57.1 µM]	-10%	-17%[57.1 µM]
O=S(=O)(Cc1ccccc1Cl)N1CCCCC1	62%[activator]	-3	-3%	2%	6%	-7%	-6%	-6%	0%
COC(=O)c1sc2cc(C(F)(F)F)cnc2c1-c1ccccc1	26%	-2	3%	5%	0%	0%	-20%	5%	-2%
COc1ccc(N2CCN(C(c3ccccc3)c3sc4nc(C)nn4c3O)CC2)cc1 (configuration not stated)	1%	7	0%	-8%	13%	23%	13%[57.1 µM]	-10%	10%[57.1 µM]
COc1cccc(NC(=O)c2cnc(SCC(=O)N3CCCc4ccccc43)n(C)c2=O)c1	17%	2	-8%	i	0%	-6%	-2%[57.1 µM]	-34%	-8%[57.1 µM]
C[C@@H]1CCC(=O)N(C[C@@H](C)CC#N)CC1	54%[activator]	-2	-3%	i	10%	-13%	17%&21%	-24%	8%&3%
C[C@]12c3[nH]c4ccccc4c3CCN1C(=O)C(CC(=O)NCCN1CCOCC1)C[C@@H]2C(=O)N1CCOCC1 (some centres not stated)	27%	-2	0%	3%	-11%	18%	9%	-9%	-1%

structure	HP1b binding inh	PI4K2A inh	Pin1 inh	Tb PGK inh	IDH1 R132H inh	GLS inh	TrxR1 inh	USP1 inh	TrxR1 substrate
CCN=C1S/C(=C\c2ccc(N3CCOCC3)cc2C)C(=O)N1CC	22%	0	6%	7%	-2%	20%	-4%	-5%	-7%
Cc1ccc(/C=C2\SC(=S)N(CCCC(=O)NNC(=O)c3ccccc3O)C2=O)cc1	45%[activator]	0	?	-1%	1%	3%	16%	-19%	-1%
COc1ccc2c(c1)C(=O)C(=O)N2CC1COc2ccccc2O1 (configuration not stated)	-38%	23	?	1%	-2%	5%	-6%	-12%	-6%
Cc1ccc(-c2ccc(CN3C(C)C(=O)N(Cc4cn(CCC5OCCCO5)nn4)CCS3(=O)=O)cc2)cc1 (configuration not stated)	.	0	.	i	8%	-11%	.	-16%	.
Cc1cccc(C)c1OCCSc1n[nH]c(N)n1	49%[activator]	7	-16%	3%	3%	19%	15%[57.1 µM]	-12%	12%[57.1 µM]
CC(C)c1nnc(NC(=O)C2CCN(c3nc4ccccc4s3)CC2)s1	13%	1	3%	1%	4%	-7%	7%	4%	6%[57.1 µM]
Cc1cc(NC(=O)c2c(Br)c(C)nn2C)no1	38%	-1	-1%	-8%	7%	1%	23%	-15%	10%
CCN(CC)S(=O)(=O)c1ccc(N2CCN(c3ccccc3OC)CC2)c(N)c1	-30%	-3	-4%	0%	9%	13%	3%	-12%	-9%

# These rows are one share of the data, so the mix of outcomes need not match the whole.
